From PubChem
NR2E3 ag-1 = NR2E3 (human) agonism. AID 2300. actives 0.12% (n = 320,000). Q9Y5X4. inhibition of corepressor binding, % at 4.78 µM. GST-NR2E3/biotin-RetCOR TR-FRET, 1536-well;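 active means percent inhibition above the cutoff of mean plus 3 SD of all tested compounds, set per screening campaign, cut at about 20% in these data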;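 further: 0% = DMSO wells and 100% = biotin wells as full block of FRET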
Target sequence (Q9Y5X4 whole entry, looked up): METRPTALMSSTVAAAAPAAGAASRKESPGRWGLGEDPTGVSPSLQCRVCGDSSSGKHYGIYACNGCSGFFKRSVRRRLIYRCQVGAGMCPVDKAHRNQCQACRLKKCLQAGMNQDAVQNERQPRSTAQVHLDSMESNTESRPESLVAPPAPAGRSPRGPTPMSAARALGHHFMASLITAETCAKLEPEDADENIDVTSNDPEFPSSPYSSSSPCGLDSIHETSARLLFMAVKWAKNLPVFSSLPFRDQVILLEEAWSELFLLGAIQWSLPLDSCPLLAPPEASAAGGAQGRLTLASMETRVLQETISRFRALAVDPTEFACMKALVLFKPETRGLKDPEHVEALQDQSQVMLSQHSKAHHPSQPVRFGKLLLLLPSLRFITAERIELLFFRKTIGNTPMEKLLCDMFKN
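Test system – NR2E3–RetCOR corepressor complex · Quantity – NR2E3 fusion 1.35 nM · Buffer or medium – Tris pH 7.5 · Incubation – Compound–protein incubation for 5 h at 4 °C · Technique – TR-FRET, Eu(K)-anti-GST donor, streptavidin-D2 acceptor, ex 340, em 617/671 nm · Evaluation – percent inhibition of 671/617 nm emission ratio versus biotin and DMSO controls · Plate – 1536-well format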
Shn3 3UTR inh = Schnurri-3 reporter inhibition in Clone20 osteoblasts; Clone20 osteoblast Shn3 3'UTR firefly luciferase, 24 h; inhibition, % at 12.5 µM; actives 0.52% (n = 360,000); AID 588674;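 active means mean inhibition of at least 75% with every replicate also reaching 75%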;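 further: 0% = median of neutral control wells and 100% = pilot-screen positive control compound; some compounds past the cut are filed as inactive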
TRPM1 prom inh = reduces MITF-dependent TRPM1 promoter luciferase signal. SK-MEL-5 TRPM1 promoter luciferase, 24 h. inhibition, % at 12.5 µM. actives 0.83% (n = 330,000). AID 488899;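 active means mean inhibition across replicates of 60% or more, whatever share of single replicates reaches that level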; further: values of inactives mirror those of a sister screen read the other way
NR2E3 ag-2 = agonists of human NR2E3 nuclear receptor | AID 602229 | actives 0.35% (n = 360,000) | CHO-S Gal4-NCOR/VP16-NR2E3 two-hybrid, luciferase | inhibition of corepressor binding, % at 3.98 µM | Q9Y5X4;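 active means inhibition above the mean of all tested compounds plus 3 SD, cut at about 70% in these data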;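 further: 0% = DMSO with NR2E3 transfected cells and 100% = cells lacking NR2E3 construct; higher means lower luciferase signal from less NR2E3 corepressor binding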
TRAIL sens C8 = caspase-8 TRAIL sensitization; NB7+C8 cells + TRAIL, ATPlite viability luminescence; inhibition (viability loss, TRAIL sensitization), % at 10 µM; actives 1% (n = 360,000); AID 624354;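 active means compounds causing at least 50% loss of cell viability in the single-dose screen, relative to plate controls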
Peg3 promoter = reduces Peg3 promoter-driven luciferase expression in HeLa | AID 588405 | actives 1.7% (n = 360,000) | HeLa PEG-Prom luciferase reporter, luminescence, overnight | inhibition, % at 20 µM;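 active means inhibition of at least 50% at 20 µM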
KKLEB cytotox = CF airway cell cytotoxicity counter-screen | KKLEB CF airway cells viability, ATPlite luminescence, overnight; hits give low values; cells stimulated with P. aeruginosa culture filtrate | activity change (cytotoxicity), % at 5 µM | actives 0.36% (n = 360,000) | AID 602141;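 active means corrected activity change at or below -50% at 5 µM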
hiPSC survival = increases survival of single human iPS cells | AID 602274 | hiPSC single-cell survival, ATPlite luminescence; 100% = ROCK inhibitor wells, 0% = DMSO | actives 0.044% (n = 360,000) | survival enhancement, % at 20 µM; in the data active means survival enhancement above about 18%;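 further: cells exposed to compounds for 16 hours before the ATP read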
HIF-2a inh = HIF-2a inhibition | inhibition, % at 18.8 µM | 786-0 RCC cells HIF-2a reporter, luciferase luminescence, overnight | actives 0.72% (n = 360,000) | AID 624352;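 active means inhibition of the luminescence signal of 40% or more relative to plate controls, in a single-dose primary screen at 18.75 µM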
EBV LMP1 NFkB = inhibitors of Epstein-Barr LMP1-induced NF-kappaB reporter | LMP1-induced NF-kappaB luciferase reporter cells, luminescence | actives 0.69% (n = 350,000) | inhibition, % at 12.5 µM | AID 504558; in the data active means inhibition above about 41%;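 further: 0% = neutral control wells and 100% = reference inhibitor control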
CF NFkB block = inhibitors of cystic fibrosis induced NF-kB. KKLEB NF-kB-GFP reporter, PAF-induced, GFP fluorescence overnight. inhibition, % at 5 µM. actives 0.86% (n = 360,000). AID 588850;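 active means at least 50% inhibition at 5 µM, scaled per plate between neutral and stimulator controls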;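 further: PAF is a Pseudomonas aeruginosa culture filtrate used as stimulus; plate controls were PAF-stimulated DMSO wells for no effect and unstimulated DMSO wells for full effect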
* hit, by the source's call; nt = not tested or not shown. These rows are one share of the data, so the mix of outcomes need not match the whole.

compound | Shn3 3UTR inh | HIF-2a inh | TRAIL sens C8 | NR2E3 ag-1 | TRPM1 prom inh | hiPSC survival | EBV LMP1 NFkB | KKLEB cytotox | NR2E3 ag-2 | CF NFkB block | Peg3 promoter
CC1CCCN(C(C(=O)NC2CCCCC2)c2cc3c(cc2[N+](=O)[O-])OCO3)C1 (centres undefined) | -21 | -108 | 8 | -3 | -10 | -0.3 | 0 | -1 | -18 | -22 | -57
O=[N+]([O-])c1ccc(SCCc2ccccn2)cc1 | -25 | -138 | 11 | -1 | -88 | -0.1 | -8 | 17 | -26 | -15 | -90
C=CC[C@H](CC(=O)NCCO)C(=O)N[C@H](COC(=O)[C@@H](CC=C)CC(=O)OC(C)(C)C)Cc1ccccc1 | -10 | -2 | 1 | nt | -4 | 5.4 | -13 | 3 | 6 | 15 | -4
CC(NC(=O)c1ccc(C23CC4CC(CC(C4)C2)C3)cc1)C(=O)O (centres undefined) | 12 | -33 | 11 | 2 | -11 | 1.1 | -6 | 6 | -12 | 7 | -33
N#Cc1ccc(NC(=O)Cn2cnc(S(=O)(=O)N3CCOCC3)c2)cc1 | 6 | 4 | 12 | 1 | 11 | 0.0 | -3 | -17 | -14 | 5 | 32
Cc1ccnn1Cc1cc(C(=O)O)c2ccccc2n1 | -16 | 6 | -2 | 2 | -1 | 0.1 | 3 | 0 | -1 | -6 | 8
Cc1ccc(CNC(=O)C2CC(c3cccc([N+](=O)[O-])c3)=NO2)o1 (centres undefined) | -28 | -217 | 0 | 2 | -54 | -1.5 | -36 | -14 | -92 | -2 | -159
Cc1cc(C)cc(C(N)=Nc2cccc(C#N)c2)c1 | 8 | -44 | 1 | 1 | 11 | -0.4 | 3 | 2 | -41 | -21 | -14
CC(=O)Nc1ccc(S(=O)(=O)N(Cc2ccccc2)c2ccccn2)cc1 | 5 | 27 | 7 | 0 | 3 | -0.3 | 21 | 0 | -14 | 14 | 22
Cc1ccc(NC(=O)C2CCCN2C(=O)Oc2ccccc2)c(C)c1 (centres undefined) | -8 | 14 | -10 | -1 | -17 | 0.8 | -5 | -2 | -38 | -1 | 9
